Hck Nef HTS: inhibitors of human Hck kinase activated by Nef; inhibition, % at 20 µM; Recombinant Hck-YEEI plus Nef, Z-Lyte FRET kinase assay; AID 463187; actives 0.68% (n = 220,000);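 active = Hck-Nef kinase inhibition above about 50%, limit read from the data; inactive = inhibition below that limit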;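 note: 0% = DMSO with Hck plus Nef and 100% = Hck alone without Nef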
eIF4E 4G PPI: blocks eIF4E binding to eIF4G. inhibition, % at 21.7 µM. TR-FRET eIF4E-eIF4GI(517-606) binding, 2 h. actives 0.37% (n = 220,000). P63073+Q04637;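 active = inhibition above about 30%, limit read from the data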;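 note: 0% = full FRET control wells and 100% = background wells lacking eIF4GI fragment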
EP2 modulator: EP2 receptor (human) modulation | P43116 | EP2-expressing cells, cAMP HTRF FRET, PGE2 co-stimulation | induction, % at 25 µM | actives 0.83% (n = 260,000);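 active = compounds whose cAMP rise, as percent of the full-agonist control response, exceeds 60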;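 note: rat C6 glioma line stably carrying human EP2 under a CMV promoter; the protocol text gives 20 µM as final concentration; 100% = response of wells given 1 µM PGE2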
Target sequence (P43116 whole entry, looked up): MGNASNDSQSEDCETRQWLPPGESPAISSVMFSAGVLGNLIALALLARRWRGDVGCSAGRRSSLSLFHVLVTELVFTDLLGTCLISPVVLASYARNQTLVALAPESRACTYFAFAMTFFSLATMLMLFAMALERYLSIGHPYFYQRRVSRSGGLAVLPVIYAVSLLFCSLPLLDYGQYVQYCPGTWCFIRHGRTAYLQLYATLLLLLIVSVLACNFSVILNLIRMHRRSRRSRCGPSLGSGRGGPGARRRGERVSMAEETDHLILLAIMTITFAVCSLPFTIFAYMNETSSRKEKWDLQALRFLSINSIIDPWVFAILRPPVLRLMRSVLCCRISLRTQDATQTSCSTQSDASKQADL
EP2 antag: blocks the human prostaglandin E2 receptor EP2; AID 1422; C6 glioma cells expressing human EP2, cAMP TR-FRET; cells stimulated with saturating PGE2; actives 0.52% (n = 260,000); inhibition, % at 25 µM;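 active = percent inhibition above 40 after rounding to a whole number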;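 note: rat C6 glioma host cells with rolipram phosphodiesterase inhibitor present; the protocol text gives 20 µM as final concentration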
L929 necroptosis: blocks zVAD induced death of L929 cells. L929 zVAD necroptosis rescue, ATP luminescence, 24 h; with zVAD 60 µM. viability rescue, % at 10 µM. actives 0.38% (n = 220,000). AID 1377;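 active = activation, scaled between plate controls, above about 75%, limit read from the data; inactive = activation under that limit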;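 note: 0% = zVAD with DMSO and 100% = DMSO alone without zVAD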
14-3-3 Bad inh: disrupts binding of bovine 14-3-3 zeta to phospho-Bad peptide | actives 0.71% (n = 220,000) | P63103 | TR-FRET 14-3-3zeta/Dy647-pBad peptide displacement, 1 h | inhibition, % at 21.7 µM;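 active = inhibition above about 70%, limit read from the data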;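 note: 0% = full 14-3-3 plus peptide FRET controls and 100% = background without 14-3-3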
Target sequence (P63103 whole entry, looked up): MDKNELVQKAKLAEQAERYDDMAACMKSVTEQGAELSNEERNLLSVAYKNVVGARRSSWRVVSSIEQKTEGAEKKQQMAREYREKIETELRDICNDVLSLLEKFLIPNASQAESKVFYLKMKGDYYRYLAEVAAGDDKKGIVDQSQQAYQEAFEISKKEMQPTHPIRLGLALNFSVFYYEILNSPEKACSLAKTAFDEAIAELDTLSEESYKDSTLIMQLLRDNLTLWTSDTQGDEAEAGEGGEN
Calpain2 inh: inhibitors of pig calpain II; purified calpain II, fluorogenic peptide substrate, 30 min; inhibition, % at 16 µM; actives 0.37% (n = 220,000); AID 1236;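 active = inhibition above about 50%, limit read from the data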
Rad51 HR inh: blocks human Rad51 in homologous recombination | actives 0.085% (n = 200,000) | inhibition, % at 10 µM | Q06609 | hRad51 DNA strand exchange, fluorescence dequenching;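 active = inhibition above 40% at the single screening dose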;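 note: 0% = DMSO control wells and 100% = blanks with heterologous ssDNA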
Target sequence (Q06609 whole entry, looked up): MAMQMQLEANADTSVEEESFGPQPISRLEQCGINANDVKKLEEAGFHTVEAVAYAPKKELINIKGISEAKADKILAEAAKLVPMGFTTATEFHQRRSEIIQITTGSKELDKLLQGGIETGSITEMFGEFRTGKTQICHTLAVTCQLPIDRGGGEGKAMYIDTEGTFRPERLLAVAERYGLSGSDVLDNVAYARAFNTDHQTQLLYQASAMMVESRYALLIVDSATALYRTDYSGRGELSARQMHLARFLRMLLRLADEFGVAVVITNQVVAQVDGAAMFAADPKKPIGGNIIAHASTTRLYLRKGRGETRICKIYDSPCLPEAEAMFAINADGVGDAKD
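material = hRad51 filaments on single-stranded DNA | reagent = Donor/quencher-labelled 47-bp dsDNA substrate | compound = 10 µM final, single point | schedule = strand-exchange reaction 15 min at room temperature | measured by = fluorescein emission 520 nm, excitation 485 nm | read-out basis = % inhibition versus plate control and blank means | benchmarks = plate controls and plate blanks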
TbHK1 inh: blocks Trypanosoma brucei hexokinase 1 activity; inhibition, % at 10 µM; actives 0.11% (n = 220,000); AID 1430; recombinant TbHK1, G6PDH-coupled NADH A340;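 active = inhibition of 50% or more in the single-dose primary screen; inactive = inhibition below 50%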
* marks the source's active call; other numbers are inactive results; · = not tested or not shown; & = joins results of further samples; [ ] = remark or other dose. This is a subset; the hit share may differ from the screen's.

SMILES	Hck Nef HTS	eIF4E 4G PPI	EP2 modulator	EP2 antag	L929 necroptosis	14-3-3 Bad inh	Calpain2 inh	Rad51 HR inh	TbHK1 inh
CCCCN1CCc2c([nH]c3ccccc23)C1=O	-1	12[fluorescence artefact?]	-27	21	11	-12[fluorescence artefact?]	-24	-5	2
COc1ccc(-c2csc(NC(=O)c3cc(=O)c4ccccc4o3)n2)cc1OC	-14	-3	-3	6	0.8	-5	-25	1	-13
COc1ccccc1-c1nnc(SC/C(O)=C(\C#N)c2nc3ccccc3[nH]2)n1C1CCCCC1	2	1	20	9	·	4	-47	·	-10
C=C(C)C1CC=C(CN2CCC(C(=O)OCC)CC2)CC1 (stereo not given)	-1	-4[fluorescence artefact?]	-6	7	-0.1	46	9	10	-5
CCn1c(=O)cc(SCC(=O)N2CCN(c3ccccc3F)CC2)c2ccccc21	-1	1	-8	13	0.0	-11	35	-1	-19
COc1cc(C2C(C#N)=C(N)OC3=C2C(=O)CCC3)c([N+](=O)[O-])cc1OC (stereo not given)	4	18	32	9	0.0	9[fluorescence artefact?]	-175	-57	-3
Cn1c(-c2ccc(F)cc2)cnc1NCc1ccccc1	1	2	9	4	0.4	54	-16	2	5
CCC(CC)C(=O)N=C1SC2CS(=O)(=O)CC2N1CCc1ccc(OC)c(OC)c1 (stereo not given)	14	2	2	6	0.1	-6	1	·	5
CN(C)C(=O)CSc1cccc2cccnc12	0	2[fluorescence artefact?]	31	13	9.5	-1[fluorescence artefact?]	-300	-5	1
CN(C)C(=O)CSC1c2ccccc2C(=O)N1c1ccccc1 (stereo not given)	2	8	2	10	-0.2	3	16	-1	0
Cc1nn(-c2ccccc2)c(Cl)c1/C=C1\SC(=S)NC1=O	8	12[fluorescence artefact?]	12	15	0.3	7	-29	-1	-15
Cc1cccc(S(=O)(=O)C(C#N)c2nc3ccccc3nc2N2CCOCC2)c1 (stereo not given)	3	1	18	8	-0.1	16	-53	2	-4
O=C(O)c1ccc(N2C(=O)CC(SC(=NCc3ccc4c(c3)OCO4)Nc3ccccc3)C2=O)cc1 (stereo not given)	11	92*	1	6	0.9	1	-13	25	-9
COC(=O)N/N=C\c1c(C)[nH]n(-c2ccccc2)c1=O	-10	5	1	4	2.1	0	12	·	-5
CCc1nnc(NC(=O)CSc2nnc(CNc3ccc(Cl)cc3)o2)s1	3	4	-17	7	1.2	5	13	-4	6
CCOC(=O)C1(CCc2ccccc2)CCN(C(=O)CN2CCOC2=O)CC1	0	1	11	2	-0.1	-3	-2	-21	6
CC(C)COC(=O)C(C)Nc1n[nH]c(=S)[nH]c1=O (stereo not given)	13	0	-25	47*	0.8	-7	-3	·	-17
Cc1c(Cl)cnc(NC(=O)COC(=O)C(NC(=O)c2ccco2)C(C)C)c1Cl (stereo not given)	-1	3	38	1	-0.3	2	1	-6	6
CCn1c(=N)n(CC(O)COc2ccc(C)cc2)c2ccccc21 (stereo not given)	8	-9	-36	14	0.1	-19	-21	-2	0
Cc1ccnc(NS(=O)(=O)c2ccc(NC(=O)C3CCCCC3)cc2)n1	3	3	19	9	0.0	8[fluorescence artefact?]	-10	1	-2

Reformatted: results already given.
Cc1cccc(S(=O)(=O)C(C#N)c2nc3ccccc3nc2N2CCOCC2)c1 (stereo not given)
  Hck Nef HTS: 3 | eIF4E 4G PPI: 1 | EP2 modulator: 18 | EP2 antag: 8 | L929 necroptosis: -0.1 | 14-3-3 Bad inh: 16 | Calpain2 inh: -53 | Rad51 HR inh: 2 | TbHK1 inh: -4

CCOC(=O)C1(CCc2ccccc2)CCN(C(=O)CN2CCOC2=O)CC1
  Hck Nef HTS: 0 | eIF4E 4G PPI: 1 | EP2 modulator: 11 | EP2 antag: 2 | L929 necroptosis: -0.1 | 14-3-3 Bad inh: -3 | Calpain2 inh: -2 | Rad51 HR inh: -21 | TbHK1 inh: 6

CCn1c(=N)n(CC(O)COc2ccc(C)cc2)c2ccccc21 (stereo not given)
  Hck Nef HTS: 8 | eIF4E 4G PPI: -9 | EP2 modulator: -36 | EP2 antag: 14 | L929 necroptosis: 0.1 | 14-3-3 Bad inh: -19 | Calpain2 inh: -21 | Rad51 HR inh: -2 | TbHK1 inh: 0

(continued)
SMILES	Hck Nef HTS	eIF4E 4G PPI	EP2 modulator	EP2 antag	L929 necroptosis	14-3-3 Bad inh	Calpain2 inh	Rad51 HR inh	TbHK1 inh
O=C(Nc1cccc(Cl)c1)Nc1ccc(Br)cc1F	6	-5	-54	8	1.2	2	10	13	25
COc1ccc(C(=O)Nc2scc(-c3ccc(Cl)cc3Cl)c2C(N)=O)cc1	1	-5	-8	28	0.1	-36[fluorescence artefact?]	-58	-7	-2
CCCOc1ccc(-c2nnn(CC(=O)N3CCCCC3)n2)cc1	16	-9	-5	7	1.0	-3	10	22	4
O=C(CN1CCOCC1)Nc1cccc(C(=O)Nc2cccc(C(F)(F)F)c2)c1	0	2	-31	12	0.6	0	-1	-1	-1
CN(C)C(=O)c1cnc(Sc2ncc(C(F)(F)F)cc2Cl)n1C	-1	-2	17	12	1.1	9	11	-2	-5
O=C(Cc1ccccc1F)OCC(=O)N1CCc2ccccc21	-15	0	-35	1	0.7	-2	28	6	-1
CC(C)CCOc1ccc(NC(=O)C2OC3OC(C)(C)OC3C3OC(C)(C)OC23)cc1 (stereo not given)	0	3	22	6	-0.2	-6	22	1	-2
COc1ccc2oc(=O)c(C(=O)N3c4ccccc4CC3C)cc2c1 (stereo not given)	-2	6[fluorescence artefact?]	35	5	0.7	-3	-25	6	-13
COc1ccccc1NC(=O)/C(=N/OCc1ccc(F)cc1)C(C)=O	18	1	-42	6	0.0	-11	-7	9	1
O=C1CC2C(=O)NCCN2C(=NC(=O)c2ccccc2)N1 (stereo not given)	21	0	33	11	3.4	6	6	-1	1
CCOC(=O)c1ccc2c(c1)sc(=NC(=O)c1ccco1)n2CCOC	4	6	13	8	2.2	-3	-26	-6	-13
CCN=C1Sc2nc3ccc(OCC)cc3cc2CN1CCOC	2	10	-14&-23	8&10	-0.8	-5	-20	-5	-12
CCCN(C(=O)CN1C(=O)NC2(CCCCCC2)C1=O)C1CCS(=O)(=O)C1 (stereo not given)	26	6	0	6	0.8	-9	11	1	0
Cc1cc(SCNC(=O)c2ccccc2)ncn1	0	-5	12	34	0.9	-4	10	-1	1
CC(C)c1ccc(-c2noc(C3CCCN(C(=O)c4ccc(F)cc4F)C3)n2)cc1 (stereo not given)	0	-2	44	8	0.0	-6	77*	1	0
Cc1ccc(SCCCCN2CCNCC2)cc1	3	0	-7	7	-0.2	5	-2	5	21
COCCCNCC(=O)Nc1sc(C)c(C)c1C(=O)OC	3	1	4	4	-0.2	79*	-25	-5	-12
O=S(=O)(c1ccccc1)c1ccccc1/C=N\O	2	3[fluorescence artefact?]	10	15	1.1	-4[fluorescence artefact?]	-5	1	3
Cc1ccc(NC(=O)CC2SC(=O)NC2=O)cc1 (stereo not given)	-1	3	3	3	1.1	2	23	8	37
Oc1[nH]c2ccccc2c1C=NCC1CCCO1 (stereo not given)	-2	-1	-20	2	-0.1	-18	-6	-1	-44
CCN1C(=O)c2cccc3c(NC(=O)c4ccccc4)ccc1c23	-3	-1	8	18	0.0	-4[fluorescence artefact?]	-13	-2	-5
O=C(CSc1nnc(CNC(=O)c2cccs2)o1)NCCc1ccccc1	2	2	12	8	0.1	7	-18	2	3
CC(=O)c1ccc2noc(-c3ccc(F)cc3)c2c1	17	2	-9	7	6.0	-7	-127	-22	-11
CCOc1ccc(N(CC(=O)Nc2ccc(OC)cc2)S(=O)(=O)c2c(C)noc2C)cc1	0	0	7	10	0.4	3	7	0	-10
COC(=O)c1sccc1NC(=S)N1C(C)CCCC1C (stereo not given)	25	2	5	13	-1.3	-9	-4	0	-3
Cc1ccccc1NC(=S)NCCc1ccc(S(N)(=O)=O)cc1	5	23	-7	7	1.1	-6[fluorescence artefact?]	6	3	2
COC(=O)Cn1c(=NC(=O)c2cc(OC)cc(OC)c2)sc2cc(OC)ccc21	0	0	-12	6	1.5	2[fluorescence artefact?]	-417	-10	-13
Cc1cccc(NC(=O)c2cc3n(n2)C(C(F)(F)F)CC(C2CC2)N3)c1C (stereo not given)	-1	-1	-7	4	0.1	-3	-7	-2	-3
Cc1cc(C(=O)COC(=O)c2nc3nccc(C)n3n2)c(C)n1CC1CCCO1 (stereo not given)	15	-4	-10	2	1.5	-5	-11	-5	-1
O=C(CSc1nc2ccccc2[nH]1)N1CCN(S(=O)(=O)c2ccc(Cl)cc2)CC1	0	-1	-40	5	-0.9	6	2	-7	-1
Cc1cc(C)nc(SCC(=O)NC2CCCC2)n1	21	5	1	0	2.5	-9	6	-4	0
CCOc1cc(Br)c(C(=O)O)cc1OC	1	-2[fluorescence artefact?]	23	8	0.5	5	-34	4	-8
Cc1ccc(NCc2nnc(SCC(=O)NCc3ccco3)n2CC2CCCO2)cc1Cl (stereo not given)	1	-10	8	12	0.8	-4[fluorescence artefact?]	-109	3	-3
Cc1onc(-c2ccccc2)c1C(=O)N/N=C/c1cn(C)c2ccccc12	32	1	-50	4	-0.6	-8	-5	6	-24
CC(C)CNC(=O)CSc1ccc(Cl)cc1	1	-4	8	16	0.0	-12[fluorescence artefact?]	-29	7	-3
Cc1ccc2nc(-c3ccc(NC(=O)COC(=O)c4ccco4)cc3)sc2c1	1	5	8	11	0.3	25[fluorescence artefact?]	-35	-4	-12
COCCNC(=O)Cn1cc(C(=S)N2CCOCC2)c2ccccc21	22	3	4	24	1.1	5	-20	10	-9
COc1ccc(OCc2nn3c(-c4ccco4)nnc3s2)cc1	2	11	11	16	0.0	1	-12	19	-1
CSc1ccc(/C=N/NC(=O)c2cccc(O)c2)cc1	0	1[fluorescence artefact?]	-24	7	0.4	-2[fluorescence artefact?]	-41	-1	-63
Cc1ccc2c(c1)nnn2C1CCN(CC(=O)Nc2ccccc2N2CCOCC2)CC1	-1	-2	17&27	18&10	0.4	-14	-4	-1	-4
CSCCC1NC(=O)N(CC(=O)Nc2ccc(-c3ccccc3)cc2)C1=O (stereo not given)	0	4	-40	20	3.3	0	10	23	7
CCn1c(=S)[nH]c2cc(C(=O)OC)ccc2c1=O	17	2[fluorescence artefact?]	11	5	0.6	10[fluorescence artefact?]	-2	1	-10
CN(C(=O)CCc1ccccc1)c1nnc(-c2ccncc2)s1	17	1	-25	3	1.6	3	-10	7	-9
Cc1ccc2cc(CN(Cc3ccccc3)Cc3nnnn3C3CCCC3)c(=O)[nH]c2c1	-2	-12[fluorescence artefact?]	62*	6	-0.3	-4	-42	1	-13
CNC(=S)N/N=C/c1cc(C)n(-c2ccc(Cl)c(Cl)c2)c1C	8	4[fluorescence artefact?]	5	17	0.4	-7	-27	·	-22
CCn1cc(C(=O)NC2CCC(C)CC2)c(=O)c2cc(S(=O)(=O)N3CCCCC3)ccc21 (stereo not given)	0	7[fluorescence artefact?]	-11	8	1.5	-3	-47	4	-17
COC(=O)COc1ccsc1C(=O)OC	0	1[fluorescence artefact?]	7	-1	-0.3	4[fluorescence artefact?]	-6	0	3
O=C(NCc1ccco1)c1ccc2ccccc2c1	0	-8	-29	12	-0.1	-6	-6	2	4
COc1ccc(NS(=O)(=O)c2ccc3c(c2)Cc2ccccc2-3)cn1	4	5	-46	8	0.6	5	4	4	-6
COc1cccc(CSc2nnc(CSc3nc4nc(C)cc(C)n4n3)s2)c1	2	-1	-7	21	0.5	-3	-9	0	-1
COc1cc(C(C[N+](=O)[O-])c2c(C)[nH]c3ccccc23)ccc1O (stereo not given)	-1	4	6	3	0.8	5	20	25	3
c1ccc(CN2CCN(C(c3ccccc3)c3nnnn3Cc3ccccc3)CC2)cc1 (stereo not given)	0	2	8	16	0.7	-2[fluorescence artefact?]	7	0	1
CN(c1ccc(C(=O)N2CCCCC2)cc1)S(=O)(=O)c1ccccc1	16	-1	4	19	-1.0	-10	16	-5	5

Screening results from PubChem BioAssay.
